CASP6 VEID inh – inhibitors of human caspase-6 | P55212 | inhibition, % at 12.5 µM | actives 0.53% (n = 350,000) | purified caspase-6, Z-VEID-R110 cleavage fluorescence;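 active = mean inhibition across replicates at least about 35%, with every replicate also reaching that limit, limit read from the data; inconclusive = only one of the two criteria met; inactive = neither criterion met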;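 note: 0% = median of neutral control wells and 100% = no fluorescence left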
F508del corr – correctors of CFTR F508del function in bronchial epithelial cells; CFBE cells, YFP halide quenching; stimulated with forskolin plus potentiator P3; % fluorescence drop versus neutral controls; activity (quench increase), % at 7.58 µM; actives 0.36% (n = 350,000); AID 720511;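 active = mean added fluorescence quench of at least 8% versus neutral control, with both replicates also reaching 8%; inconclusive = only one of the mean or replicate conditions met; inactive = mean below 8% and not both replicates reaching 8%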;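 note: cells transiently co-express mutant CFTR-F508del with the halide-sensitive YFP; corrector assay measuring rescue of mutant channel to the surface after 24 h compound exposure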
RAD52 anneal inh – inhibitors of human RAD52 DNA annealing | P43351 | recombinant RAD52 DNA annealing, FRET fluorescence | inhibition, % at 18.7 µM | actives 0.46% (n = 360,000) | AID 651710;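 active = every replicate showing at least 50% inhibition; inconclusive = mean inhibition at least 50% but not in every replicate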
Target sequence (P43351 whole entry, looked up): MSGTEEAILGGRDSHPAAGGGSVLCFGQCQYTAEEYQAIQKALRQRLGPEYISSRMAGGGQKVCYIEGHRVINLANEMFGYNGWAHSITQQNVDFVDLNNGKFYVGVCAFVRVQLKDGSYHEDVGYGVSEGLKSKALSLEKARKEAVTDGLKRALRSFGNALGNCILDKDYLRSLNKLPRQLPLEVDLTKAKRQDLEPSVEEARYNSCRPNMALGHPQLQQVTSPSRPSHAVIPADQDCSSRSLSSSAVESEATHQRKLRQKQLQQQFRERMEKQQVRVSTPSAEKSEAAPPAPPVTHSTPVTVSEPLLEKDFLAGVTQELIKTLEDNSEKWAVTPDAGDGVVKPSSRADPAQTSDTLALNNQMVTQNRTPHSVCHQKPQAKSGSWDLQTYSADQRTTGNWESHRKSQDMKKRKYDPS
XiGFP reactiv – X-chromosome reactivation activator. XiGFP mouse fibroblasts, % GFP-positive cells imaging, 3 d; cells co-treated with 5-aza-dC sensitizer; scaled so ellipticine positive control = 100%. activation, % at 7.58 µM. actives 0.055% (n = 360,000). AID 743238;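 active = mean normalized replicate activation at least 10% and every replicate at or above 10%; inconclusive = only one of the two criteria met; inactive = mean below 10% and not all replicates reach 10%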;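 note: 0% = median of on-plate neutral control wells and 100% = ellipticine 6 µM median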
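System: XiGFP fibroblasts, SV40-immortalized. Medium: DMEM plus 5-aza-dC sensitizer. Doses: single point. Timing: 3 d treatment, 15 min room-temperature fixation. Control set: ellipticine 6 µM.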
DENV2 CPE – inhibitors of DENV2 cytopathic effect; CPE inhibition, % at 9.99 µM; actives 1.7% (n = 350,000); DENV2-infected cells, cytopathic effect rescue, plate reader; in the data active = CPE inhibition above about 20%, passing the limit was not always enough; inconclusive = no clear call, values can overlap the other calls; tested in BHK-21 cells;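 note: 0% = median of neutral control wells and 100% = median of positive control wells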
E-sel inducer – induces E-selectin expression in human endothelial cells; HUVEC E-selectin immunofluorescence imaging; normalized: neutral wells 0, TNF-alpha wells 100; activation, % at 7.58 µM; actives 0.37% (n = 260,000);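 active = mean E-selectin-positive cell signal at least 10% of the positive control, reached in at least 60% of replicates, without over 20% cell loss; inconclusive = no rule given, readout overlaps actives, possibly toxicity-flagged; inactive = the rest, including those meeting only one limit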;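 note: in these data hits start at about 27%; measured in HUVEC primary endothelial cells; signal is the percent of cells scored E-selectin positive by PE staining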
Target sequence (P16581 whole entry, looked up): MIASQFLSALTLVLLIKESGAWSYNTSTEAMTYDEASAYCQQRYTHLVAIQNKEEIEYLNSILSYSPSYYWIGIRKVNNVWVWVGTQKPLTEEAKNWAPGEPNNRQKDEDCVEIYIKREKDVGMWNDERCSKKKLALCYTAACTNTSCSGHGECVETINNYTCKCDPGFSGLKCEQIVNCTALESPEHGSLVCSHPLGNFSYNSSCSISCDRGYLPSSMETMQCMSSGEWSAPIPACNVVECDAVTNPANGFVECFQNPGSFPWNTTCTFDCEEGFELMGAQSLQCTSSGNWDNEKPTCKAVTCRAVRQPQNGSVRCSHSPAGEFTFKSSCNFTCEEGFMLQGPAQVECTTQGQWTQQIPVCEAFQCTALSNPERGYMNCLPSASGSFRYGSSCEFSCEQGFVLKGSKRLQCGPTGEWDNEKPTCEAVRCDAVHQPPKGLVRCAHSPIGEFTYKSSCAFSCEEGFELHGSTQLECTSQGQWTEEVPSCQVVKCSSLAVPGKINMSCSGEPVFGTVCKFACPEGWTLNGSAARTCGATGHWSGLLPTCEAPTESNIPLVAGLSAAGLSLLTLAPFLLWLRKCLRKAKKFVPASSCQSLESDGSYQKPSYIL
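Test system: HUVEC | Signal: Immunofluorescence imaging | Read-out: Percent E-selectin-positive cells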
RAD54 inh – RAD54 (human) branch migration inhibition. inhibition, % at 10.4 µM. actives 0.14% (n = 360,000). RAD54 Holliday junction branch migration, FAM/BHQ fluorescence. AID 602329;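 active = mean normalized replicate activity at least 40 and at least half of replicates scoring 40 or more; inconclusive = only one of the two criteria met; inactive = mean below 40 and under half of replicates reaching 40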;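 note: 0% = median of neutral control wells and 100% = median of positive control wells; inhibitors cause a drop in the FAM fluorescence signal; in these data hits start at about 50%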
INS-1E GSIS act – GLuc luminescence reporter in INS-1E cells, primary screen for activators of glucose-dependent secretion of insulin | INS-1E GLuc reporter insulin secretion, 2-3 h | actives 0.61% (n = 370,000) | activation, % at 16.6 µM | AID 743287;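 active = lowest replicate activation of at least 40%, so every replicate reaches that level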;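 note: 0% = median of neutral control wells and 100% = median of IBMX positive control wells; some compounds called inactive have numbers as strong as hits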
* marks the source's active call; other numbers are inactive results; u = inconclusive; x = no result given. The order is random. About 3.7% of those tested had a hit in this group.

Values run as follows: CASP6 VEID inh	F508del corr	RAD52 anneal inh	XiGFP reactiv	DENV2 CPE	E-sel inducer	RAD54 inh	INS-1E GSIS act
O=C(C[C@H]1CC[C@H]2[C@@H](COC[C@@H](O)CN2S(=O)(=O)c2cccc(F)c2)O1)NCCCN1CCOCC1
    0.1	0.3	-9.0	-0.1	8.7	0.1	0.2	18.5
Cc1noc(C)c1Cn1c(C)c(C(=O)NCc2ccc3c(c2)OCCO3)sc1=O
    -0.6	-1.6	-28.9	0.0	-0.9	x	-0.4	4.5
COc1ccccc1NC(=O)N1CC(=O)N2[C@H](CO)[C@@H](c3ccc(-c4ccccc4)cc3)[C@H]2C1
    2.8	0.0	-7.1	0.2	5.3	-0.3	x	-31.9
Cc1cccc(C)c1OCC(=O)NNC(=O)CCCn1c(=O)oc2ccccc21
    -2.0	-3.2	-8.7	0.3	45.1*	-0.1	-1.2	8.5
Cc1nc2ccccc2cc1C(=O)NCc1ccc(F)cc1
    -3.7	-3.8	-123.9	0.0	1.1	x	-1.5	18.7
Cc1ccc(CNC(=O)Cn2nnc(C(=O)Nc3ccc(Br)cc3)c2N)cc1
    -1.5	2.5	1.9	0.0	-4.4	x	12.9	-16.0
O=C(NC1CCN(Cc2ccc(Cl)cc2Cl)CC1)c1ccccc1
    x	1.0	-6.4	0.1	u	-0.1	1.2	-25.6
Cc1nc2c(OCc3ccc(Cl)cc3)cccn2c1N(C)Cc1cccs1
    x	1.9	-17.5	-0.1	-4.1	0.0	4.4	x
Cc1cn([C@@H](CCCCN)C(=O)NCCCCCCCCCCC(=O)N2CCNCC2)nn1
    -43.8	0.2	33.4	-0.1	-7.0	-0.3	-7.7	23.9
CN1OC[C@@H]2CN[C@H](c3ccc(N4CCCCC4)cc3)C[C@@H]21
    -22.9	2.3	2.1	0.5	-3.3	0.2	x	7.0
COc1ccc([C@H]2CC(=O)C=C(c3ccc(OC)cc3OC)C2)cc1
    x	10.7*	3.5	0.0	6.6	0.4	7.4	1.0
O=C(COC(=O)c1cc[n+]([O-])cc1)Nc1ccc([N+](=O)[O-])cc1Cl
    -2.9	1.4	-10.0	-0.5	3.4	3.1	x	8.9
CCOC1=CC(=O)N(Cc2ccccc2)C1
    -5.3	-0.2	-7.6	0.1	-1.3	x	x	11.3
COc1ccc([C@H]2C[C@@H](n3cc(COC(=O)c4ccccc4)nn3)[C@H](O)CN2C(=O)C2CCCCC2)cc1
    -0.1	2.5	-8.7	0.8	-2.7	-0.2	-3.1	-23.6
C[C@H]1CN([C@@H](C)CO)C(=O)Cc2cc(NC(=O)Nc3ccc(F)cc3)ccc2O[C@@H]1CN(C)C(=O)Nc1ccc(F)cc1
    x	-1.5	-3.6	0.2	-4.7	0.8	1.3	-6.8
Cc1ccc(C(=O)CCC(=O)Nc2cccc(C)c2)cc1
    1.8	-1.3	-8.0	0.3	6.1	x	1.5	4.7
COc1ccc(C2(CNC(=O)c3cc([N+](=O)[O-])cc([N+](=O)[O-])c3)CCCC2)cc1OC
    -2.2	2.8	-13.8	0.1	u	0.0	x	-11.6
c1ccc(COc2ccccc2CNc2nn[nH]n2)cc1
    -2.1	0.0	-1.6	0.0	-3.0	x	x	-6.4
C[C@@H]1CCCCO[C@@H](CN(C)C(=O)c2ccccc2)[C@H](C)CN([C@H](C)CO)C(=O)c2cc(NS(=O)(=O)c3cccs3)ccc2O1
    4.8	5.2	-17.8	0.0	10.1	x	-1.2	-11.4
CCN(CC(=O)NCc1ccc(Cl)cc1)C(=O)CCc1ccccc1O
    -0.8	-3.3	-9.6	0.2	11.5	-0.1	-6.8	-11.5
COc1ccc(-c2c(C)nn3c(N)c(C#N)cnc23)cc1OC
    -1.1	0.5	3.1	0.0	-0.8	-0.1	x	6.5
Cc1ccc(S(=O)(=O)CCC(=O)c2cccc([N+](=O)[O-])c2)cc1
    6.0	1.1	-10.7	1.5	5.6	x	2.5	14.5
COCCCNC(=O)c1ccc(CSCc2ccc(C)cc2)o1
    5.0	-5.1	-21.1	0.0	10.1	0.0	-3.7	-3.4
Cc1ccc(NC(=O)OCCNC(=O)c2ccncc2)cc1
    2.8	-0.8	-2.1	0.0	x	5.8	x	18.9
CCOC(=O)C1(C)NC(c2ccco2)C2C(=O)N(C)C(=O)C21 (stereo not drawn)
    2.9	-0.1	-10.1	0.1	-1.9	x	x	2.7
Cc1ccc2c(c1)C1CN(C)CCC1N2S(=O)(=O)c1ccccc1F (stereo not drawn)
    -0.5	2.3	-3.9	-0.1	-8.4	0.2	-1.0	-8.6
O=C(N/C(=C/c1ccc(F)cc1)C(=O)N1CCOCC1)c1ccco1
    1.2	1.2	-19.2	0.4	4.4	x	3.6	1.8
Cc1sc2ncn(CC(=O)N3CCCCC3)c(=O)c2c1S(=O)(=O)N1CCC(C)CC1
    -2.5	-0.7	15.0	0.0	-0.6	2.7	-4.2	5.5
Cc1ccc2[nH]c3ccccc3c(=O)c2c1
    0.1	-4.0	-5.0	0.1	3.0	0.1	16.9	3.8
C[C@@H]1CCCCO[C@H](CN(C)S(=O)(=O)c2cn(C)cn2)[C@@H](C)CN([C@H](C)CO)C(=O)c2cc(NC(=O)CCC(F)(F)F)ccc2O1
    -2.3	0.7	8.0	0.0	-3.9	0.1	-3.7	13.7

Following part
Values run as follows: CASP6 VEID inh	F508del corr	RAD52 anneal inh	XiGFP reactiv	DENV2 CPE	E-sel inducer	RAD54 inh	INS-1E GSIS act
Cc1cc(C)n(S(=O)(=O)Cc2ccccc2)n1
    1.5	-0.2	-6.8	x	-6.1	x	0.8	5.8
CCOc1ccc(N/C=C/C(=O)c2ccc(OC)cc2)cc1
    -1.5	3.3	8.7	0.2	-0.6	0.2	0.3	-10.6
Cc1c(CN2CCC(C(=O)Nc3ccc(Oc4ccccc4)nc3)CC2)cnn1C
    -3.6	-0.3	-11.0	0.1	5.0	x	-8.7	-3.7
Cc1ccccc1-c1ccc([C@H]2[C@@H](CO)N3C(=O)CN(C(=O)c4ccccn4)C[C@@H]23)cc1
    x	6.9	-1.4	-0.1	-6.6	0.0	x	11.5
CCOc1cc(C(=O)OCC(=O)Nc2ccc(Cl)cn2)ccc1OCC(=O)N1CCOCC1
    2.7	-1.1	-17.0	0.1	-5.8	-0.1	x	2.5
Cn1c(Nc2ccc(Cl)cc2F)nc2cc(-c3ccccc3)sc2c1=O
    1.1	1.4	-44.4	-0.1	0.5	0.0	-3.8	-15.9
CCOC(=O)c1sc(=S)n(Cc2ccccc2)c1C
    4.2	-2.4	-14.4	0.0	10.9	x	x	-4.5
Cc1cnc(C(=O)N2CCCC(C(=O)c3ccc(C(C)(C)C)cc3)C2)cn1 (stereo not drawn)
    0.3	1.2	-63.5	0.2	-7.1	4.0	x	-31.0
C[C@@H]1CN([C@@H](C)CO)C(=O)c2cccc(NS(=O)(=O)c3cccs3)c2O[C@H]1CN(C)CC1CCCCC1
    0.8	1.8	-3.5	-1.0	33.5*	x	4.6	5.3
CO[C@@H]1CN(C)C(=O)c2cc(NC(=O)C3CC3)ccc2OC[C@@H](C)N(Cc2ccc(F)cc2)C[C@H]1C
    4.4	-1.1	-16.3	1.1	14.2	0.0	-4.5	-3.1
Cc1c(C(=O)Nc2nccs2)oc2c(Cl)cccc12
    0.4	-1.8	-6.1	-0.1	u	0.7	x	16.9
Cc1cc(NC(=O)c2cc(-c3ccc(Br)cc3)on2)no1
    -1.8	0.0	-36.2	-0.1	0.1	4.4	x	21.2
CN1C(=O)c2cc(NC(=O)c3cnccn3)ccc2OC[C@H]2O[C@@H](CC(=O)NC3CCC3)CC[C@H]21
    -0.1	0.3	-5.2	0.2	12.9	0.2	13.4	-0.9
O=C(C[C@H]1C[C@H]2c3cc(NS(=O)(=O)c4ccc(F)cc4)ccc3O[C@H]2[C@@H](CO)O1)NCc1ccccn1
    0.2	1.5	-0.7	0.0	2.9	-0.3	0.9	3.9
CCOC(=O)c1cccc(NC(=O)c2ccc3c(c2)C(=O)N(CC2CCCO2)C3=O)c1 (stereo not drawn)
    -2.3	-0.2	-10.8	0.2	2.5	1.2	-3.6	-9.8
CC(=O)N1[C@H](CNC(=O)C2CC2)[C@H](c2ccc(-c3ccccc3)cc2)[C@@H]1CO
    x	2.0	-27.4	0.0	-4.8	-0.2	2.2	2.4
COC(=O)[C@@H]1[C@@H](CO)[C@@H]2Cn3c(ccc(-c4ccc(F)cc4)c3=O)[C@@H]2N1C(=O)C1CCC1
    -0.3	x	-1.7	0.2	-2.6	-0.3	15.7	-1.6
O=C(NCCCCCCNC(=O)OCc1ccccc1)OCc1ccccc1
    -1.2	2.5	-9.0	0.1	-1.1	0.0	-5.3	3.4
CN(C)c1nc(N(C)C)nc(N(C)C)n1
    x	-3.0	-5.9	-0.1	-3.5	0.3	-0.2	x
COc1ccc(CNC(=O)COC(=O)c2ccc(S(=O)(=O)N3CCOCC3)cc2)cc1
    1.2	2.4	-0.7	0.0	-11.8	x	-9.7	14.3
CCC(=O)N1CC2(C1)[C@H](c1ccccc1)[C@H](CO)N2Cc1cccc(Cl)c1
    -0.9	6.8	-2.0	0.2	-1.4	-0.4	x	4.4
Cc1ccc(OCCCC(=O)NC2CCCCC2)cc1
    -0.7	0.9	-10.7	0.4	-4.0	0.1	-7.8	x
COC(=O)C1(C(=O)OC)C[C@H](c2ccccc2)N(Cc2ccccc2OC)[C@@H]1c1ccccc1
    -3.6	-0.8	-15.2	0.0	0.9	-0.1	x	14.5
COc1cc([C@@H]2c3cc4c(cc3[C@@H](O[C@@H]3O[C@@H]5CO[C@@H](C)O[C@H]5[C@H](O)[C@H]3O)[C@H]3COC(=O)[C@H]23)OCO4)cc(OC)c1O
    x	-0.2	-12.2	0.3	-5.9	2.0	-3.7	x
CC(C)Oc1ccc(C(=O)NN2C(=O)NC3(CCCCC3)C2=O)cc1
    -0.1	3.5	-17.1	0.0	67.6*	0.7	22.8	10.8
Cc1ccc(C)c(N2N=C(C(=O)O)CCC2=O)c1
    -0.5	-0.9	-5.4	-0.1	-0.9	-0.2	x	x
COc1ccc(S(=O)(=O)N2CCCC2CNC(=O)C(=O)NCc2cccs2)cc1 (stereo not drawn)
    1.9	2.4	-20.0	0.0	0.5	-0.1	-2.0	-6.7
CC(C)Cn1c(C(C)NC(=O)Cc2ccccc2)nc2ccccc21 (stereo not drawn)
    -2.6	-0.5	-11.0	-0.1	-3.3	0.0	-1.3	-11.3
COc1ccccc1C(=O)C1CCCN(C(=O)C2=CC(=O)CC(C)(C)O2)C1 (stereo not drawn)
    0.9	2.8	-0.3	0.0	4.2	x	10.6	16.8
Oc1cccc2ccc(/C=C/c3ccccc3Cl)nc12
    7.5	0.6	-23.7	1.4	-0.2	0.1	11.6	-8.1
CCOc1ccccc1C(=O)N[C@H](C(=O)NCc1ccccc1)C(C)C
    -3.0	1.3	4.0	0.0	7.5	x	x	3.3
COc1ccc(N2CCN(C3CCCN(Cc4cccc(C)c4)C3)CC2)cc1 (stereo not drawn)
    -3.4	-2.3	-0.7	-0.1	13.3	x	-4.0	21.3
Cc1ccc(C)c(OCc2cc(C(=O)N3C[C@@H](C)O[C@@H](C)C3)no2)c1
    0.1	-3.0	-1.0	0.2	2.6	12.2	-13.7	-15.4

Compound activity deposited in PubChem BioAssay by Broad Institute.
